KCNK9 block – blocks the human KCNK9 two-pore domain potassium channel; HEK293 KCNK9, FluxOR thallium flux fluorescence; active compounds read low; B-score at 10 µM; 310,000 tested, 1.2% active; AID 488922;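 active means ratio B-score over 3 SD below the library mean, with starting fluorescence within 5 SD of its mean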;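 further: negative B-score means less thallium flux so channel inhibition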
Target sequence (Q9NPC2 whole entry, looked up, the tested form may be a part): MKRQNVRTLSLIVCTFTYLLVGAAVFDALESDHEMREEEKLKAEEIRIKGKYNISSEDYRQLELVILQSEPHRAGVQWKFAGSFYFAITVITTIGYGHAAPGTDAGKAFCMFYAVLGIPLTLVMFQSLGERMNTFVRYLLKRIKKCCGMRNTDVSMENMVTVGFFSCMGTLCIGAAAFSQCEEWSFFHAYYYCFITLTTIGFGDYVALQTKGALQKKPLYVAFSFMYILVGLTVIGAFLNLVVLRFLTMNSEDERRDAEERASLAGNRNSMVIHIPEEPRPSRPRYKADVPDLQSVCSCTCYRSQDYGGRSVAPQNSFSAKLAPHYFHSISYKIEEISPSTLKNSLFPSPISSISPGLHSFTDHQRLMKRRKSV
Dyrk1A ADPGlo – inhibitors of rat Dyrk1A kinase | Q63470 | ADP-Glo luminescence, NFATc1 peptide | inhibition, % at 12.5 µM | 310,000 tested, 0.43% active | AID 504441; in the data active means inhibition above about 50%;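 further: plate controls were vehicle with enzyme for no effect and no enzyme for full effect; many of its hits are not listed in these tables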
TRPC4 PAM – allosteric potentiators of mouse TRPC4 channel | Q9QUQ5 | HEK293 TRPC4beta/mu-opioid, DAMGO EC20, Fluo-4 Ca2+ flux; active compounds read high | B-score at 10 µM | 310,000 tested, 0.42% active | AID 2227;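 active means B-score of calcium response area above 5 SD of library B-scores, with initial fluorescence ratio within 5 SD of library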;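 further: B-score of integrated fluorescence ratio over time as area under calcium response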
KCNQ1 act – human KCNQ1 channel potentiation or activation; P51787; B-score at 10 µM; CHO-K1 KCNQ1, thallium flux FluxOR fluorescence; active compounds read high; AID 2648; 310,000 tested, 0.35% active;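 active means fluorescence ratio B-score, a plate-corrected score, at least three library SD, with initial intensity B-score within 5 SD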
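Assay system: CHO-K1 cells stably expressing KCNQ1. Medium: assay buffer for compound exposure, DMSO matched across wells. Timing: 37 °C overnight plating, 90-min dark dye load, 20-min compound pretreatment. Signal: kinetic FluxOR fluorescence, 10 s baseline plus 110 s post-stimulus.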
Platelet DG rel – platelet dense granule release activity; human platelet-rich plasma, SFLLRN dense granule ATP release, luminescence; inhibition, %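 (compounds screened at 7.5 µM in platelet-rich plasma)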; 300,000 tested, 0.22% active;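 active means mean replicate score, as percent of positive control, at or above 50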
TRPC4 block – blocks the mouse TRPC4 cation channel; HEK293 TRPC4beta/mu-opioid, DAMGO-evoked Fluo4 calcium flux; active compounds read low; B-score at 10 µM; 300,000 tested, 0.39% active; Q9QUQ5;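 active means B-score over 3 SD under the library average, no early fluorescence shift, positive overall ratio signal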
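test system = HEK293 cells with stable TRPC4beta plus mu-opioid receptor expression | detection = Fluo4 Ca2+ flux fluorescence | read-out = integrated fluorescence ratio relative to baseline, converted to per-well B score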
PolyA inhibitor – yeast polyadenylation inhibition; S. cerevisiae SKY197-pL101 polyadenylation reporter, beta-gal luminescence; efflux-impaired pdr1/pdr3 knockout yeast; score 100 = 6 SD above DMSO; calls only at 12 µM; 300,000 tested, 0.02% active; AID 1875;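 active means lowest replicate activity score at least 50, where 100 means six control SD above control mean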;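 further: yeast exposed to compound for 9 h at 30 °C; higher score means more reporter readthrough which indicates perturbed polyadenylation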
TRPC4 agonist – opens the mouse TRPC4 cation channel; HEK293 TRPC4beta/mu-opioid, Fluo4 calcium fluorescence; active compounds read high; AID 2237; Q9QUQ5; B-score at 10 µM; 310,000 tested, 0.49% active;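 active means B-score above 5 SD of library B-scores, and initial fluorescence ratio not above library mean plus 5 SD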;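 further: positive B-score marks a calcium rise read as TRPC4 activation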
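Incubation: 45 min room-temperature Fluo4 loading, 110 s read / System: HEK293 cells stably co-expressing mouse TRPC4beta and mu-opioid receptor / Signal: Fluo4 fluorescence, kinetic / Control set: buffer (low) and maximal DAMGO (high) / Measure: integrated baseline-normalised fluorescence ratio, converted to per-well B score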
KCNK3 block – human KCNK3 channel inhibition, primary screen; 340,000 tested, 0.84% active; AID 602410; B-score at 10 µM; CHO-KCNK3 thallium flux, FluxOR fluorescence; active compounds read low; O14649;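 active means B-score under library mean minus 4 SD, starting fluorescence ratio at most library mean plus 5 SD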;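 further: more negative B-score means stronger inhibition of thallium flux through KCNK3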
Target sequence (O14649 whole entry, looked up): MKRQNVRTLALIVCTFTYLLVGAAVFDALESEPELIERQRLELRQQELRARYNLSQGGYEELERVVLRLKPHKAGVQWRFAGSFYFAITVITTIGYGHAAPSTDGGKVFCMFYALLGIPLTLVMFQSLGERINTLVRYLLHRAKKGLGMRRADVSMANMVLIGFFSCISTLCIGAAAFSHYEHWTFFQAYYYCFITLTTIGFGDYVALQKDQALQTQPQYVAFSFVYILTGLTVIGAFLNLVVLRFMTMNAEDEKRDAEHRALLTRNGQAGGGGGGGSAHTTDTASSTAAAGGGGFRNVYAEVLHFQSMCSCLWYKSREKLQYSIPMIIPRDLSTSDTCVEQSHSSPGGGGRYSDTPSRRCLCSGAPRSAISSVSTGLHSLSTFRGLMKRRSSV
hERG rescue – shields human hERG channel from block by proarrhythmic agents. Q12809. CHO-hERG, FluxOR thallium flux, dofetilide IC70 present. activation (rescue from dofetilide block), less the hit threshold, % at 10 µM. 310,000 tested, 0.51% active. AID 1511;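 active means activation above the mean of controls blocked by dofetilide plus 5 SD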;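 further: thallium influx through hERG after potassium depolarization seen as dye fluorescence rise; in these data hits start at about 4.7%; inactives centre near -7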
KCNQ1 block – blocks the human KCNQ1 potassium channel. P51787. B-score at 10 µM. 310,000 tested, 1.3% active. CHO-K1 KCNQ1, FluxOR thallium flux fluorescence; active compounds read high. AID 2642;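 active means compounds whose thallium flux B-score, printed positive for inhibition, exceeds three library SD while starting fluorescence stays within three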;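 further: channel opened by potassium depolarization with thallium stimulus after 20 min compound exposure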
Starred values were filed as active, the others as inactive; i = inactive; . = no result given. An excerpt. The share of hits here may be higher or lower than overall.

SMILES	KCNK9 block	Dyrk1A ADPGlo	TRPC4 PAM	KCNQ1 act	Platelet DG rel	TRPC4 block	PolyA inhibitor	TRPC4 agonist	KCNK3 block	hERG rescue	KCNQ1 block
COc1cccc(-c2nc(S(=O)(=O)c3ccccc3)c(N3CCOCC3)o2)c1	i	2	i	i	-2	i	i	i	i	-6	i
COc1cc(SC)ccc1C(=O)NCCOc1c(C)cc(C)cc1C	i	-2	i	i	8	i	i	i	i	-9	i
CCOc1ccccc1OCCCOc1ccc(C)cc1Br	i	2	i	i	4	i	i	i	i	-8	i
Cc1cccc(N(C(=O)Cc2cccs2)C(C(=O)NC2CCCC2)c2ccncc2)c1 (configuration not stated)	i	-9	i	i	4	i	i	i	i	-5	i
CC(=O)c1ccc(NC(=O)c2cc(CC(C)C)nc3ccccc23)cc1	i	.	i	i	3	i	i	i	i	-5	i
CCCCCc1cc(=O)oc2c(C(CCN3CCCCC3)c3ccc(OC)cc3)c(OC)cc(OC)c12 (configuration not stated)	i	10	i	i	-1	i	i	i	i	-26	7*
O=c1c2ccccc2nc(-c2ccccc2Cl)n1O	i	0	i	i	3	i	i	i	i	-3	i
O=[N+]([O-])c1ccc(O)c(/C=N/n2c(-c3ccccc3)n[nH]c2=S)c1	i	57*	i	i	-6	i	i	i	i	-26	7*
CC(C)Cc1cc(C(=O)Nc2ccc(Br)cc2)no1	i	-3	i	i	-2	i	i	i	i	-9	i
Cc1nn(-c2ccc(Cl)nn2)c(=O)c2ccccc12	i	4	i	i	2	i	i	i	i	1	i
COc1cc(/C=C/C(=O)OC(C)C(=O)Nc2c(C)n(C)n(-c3ccccc3)c2=O)ccc1O (configuration not stated)	i	-4	i	i	0	i	i	i	i	-9	i
COc1cccc(/C=C/C(=O)N2CC(C)OC(C)C2)c1OC (configuration not stated)	i	-2	i	i	2	i	.	i	i	-6	i
NNC(=O)C(=O)Nc1ccc(O)cc1	i	2	i	i	2	i	i	i	i	-5	i
CCOC(=O)C1CCN(C(=O)C2CCN(S(=O)(=O)c3c(C)noc3C)CC2)CC1	i	-2	i	i	15	i	i	i	i	0	i
O=C(CCCN1C(=O)c2ccccc2C1=O)NC1CCCCCC1	i	2	i	i	11	i	i	i	i	-11	i
CC1(C)Nc2ccc(O)cc2-c2c1ssc2=S	i	52*	i	i	-4	i	i	i	i	-8	i
O=C(CSc1nc(-c2cccs2)cc(C(F)(F)F)n1)Nc1cc(OCC(F)(F)F)cc([N+](=O)[O-])c1	i	2	i	i	3	i	i	i	i	-13	i
Cc1nn(CC2CC2)c(=O)n1-c1ccc(F)cc1	i	.	i	10*	5	i	i	i	i	0	i
O=C(NCCN1CCOCC1)c1cccnc1SCc1ccccc1Cl	i	0	i	i	4	i	i	i	i	-6	i
O=C1CC(c2ccccc2)CC(O)=C1C=NCCCN1CCOCC1 (configuration not stated)	i	2	i	i	-3	i	i	i	i	-6	i
CC(=O)Nc1ccc(N/C=C2/CCCC2=O)cc1	i	-2	i	i	4	i	i	i	i	-11	i
Cc1ccc(/C(O)=C/c2nc3cc(C)ccc3oc2=O)cc1	i	.	i	i	-1	i	i	i	i	-10	i
Cc1occc1C(=O)Nc1cccc(C(=O)NCc2ccccc2)c1	i	4	i	i	6	i	i	i	i	-16	i
O=C(OCc1nc2ccccc2s1)[C@@H]1CCCN1S(=O)(=O)c1ccccc1F	i	3	i	i	7	i	i	i	i	-12	i
CN1C(=O)COc2ccc(C(=O)c3oc4ccccc4c3-c3cnc4c(c3)COc3ccccc3-4)cc21	i	.	i	i	-4	i	i	i	.	-5	i
COc1cc2c(cc1OC)-c1nnc(-c3cccs3)n1C1(CCCC1)C2	i	-3	i	i	9	i	i	i	i	-11	i
O=C(Nc1ccc(Cl)cc1)Nc1ccc(N2CCC(C(F)(F)F)CC2)nc1	i	1	i	i	2	i	i	i	i	-10	i
O=C(CCN1C(=O)/C(=C\c2ccccc2)SC1=S)N1CCCCC1	i	-2	i	i	-31	i	i	i	i	-1	i
Cc1cc(C(=O)N/N=C/c2cc(Cl)cc([N+](=O)[O-])c2O)n[nH]1	i	-1	i	i	7	i	i	i	i	-12	i
Cc1csc(N/N=C/c2c(F)cccc2Cl)n1	i	2	i	i	-11	i	i	i	i	-8	i
CCN(CC)S(=O)(=O)c1ccc(NC(=O)c2ccccc2N(C)S(C)(=O)=O)cc1	i	2	i	i	-4	i	i	i	i	-9	i
Oc1ccc(C23CC4CC(CC(C4)C2)C3)cc1O	i	5	i	i	-1	i	i	i	i	-11	i
CCCCc1n(CC(=O)c2ccc(Cl)cc2)c2ccccc2[n+]1C	i	6	i	i	4	i	i	i	i	-10	i
COCCCn1c2nc3ccccc3nc2c2c(=O)n(-c3ccccc3OC)cnc21	i	11	i	i	9	i	i	i	i	1	i
Cc1ccc(S(=O)(=O)NCCNC(=O)CN2CCOCC2)cc1	i	0	i	i	23	i	i	i	i	-11	i
CCCc1cc(=O)n2[nH]c(C)nc2n1	i	6	i	i	0	i	i	i	i	-1	i
N/C(=N\O)c1ccccc1-n1cccc1	i	-6	i	i	-11	i	i	i	i	-2	i
O=C(CN1C(=O)CCSc2ccccc21)Nc1ccccc1	i	-1	i	i	-1	i	i	i	i	-7	i
CCNc1nc(NCC)nc(OCCNS(=O)(=O)c2cc(C)ccc2C)n1	i	-2	i	i	-3	i	i	i	i	-14	i
CCCCn1c(SCC(=O)N2CC(=O)Nc3ccccc32)nnc1-c1ccoc1C	i	-4	i	i	2	i	i	i	i	-5	i
COc1cccc(Oc2cn[nH]c2-c2ccc(O)cc2O)c1	i	20	i	i	-7	i	i	i	i	-9	i
CC1CCC(NC(=O)CCCn2sc3ccccc3c2=O)CC1 (configuration not stated)	i	-5	i	i	9	i	i	i	i	-5	i
COc1cc(OC)c(C(=O)Nc2cccc3ccccc23)cc1OC	i	3	i	i	-5	i	i	i	i	-3	i
Cc1ccc(-c2nn(-c3ccccc3)cc2C(=O)NN2CCN(C)CC2)cc1	i	1	i	i	2	i	i	i	i	-4	i
CN1CCN(c2ccc(S(=O)(=O)N3CCCCC3)cn2)CC1	i	-5	i	i	1	i	i	i	i	-4	i
Cc1coc2c(C)c3oc(=O)c(CCC(=O)N[C@@H](C)C(=O)N[C@@H](Cc4ccccc4)C(=O)O)c(C)c3cc12	i	-1	i	i	-3	i	i	i	i	-7	i
Cc1ccc(S(=O)(=O)NC(=O)c2ccccc2C)cc1	i	-3	i	i	-10	i	i	i	i	-6	i
CCCn1nc(NS(C)(=O)=O)c2cc3cccc(C)c3nc21	i	1	i	i	5	i	i	i	i	-1	i
Cc1ccc(C)c(S(=O)(=O)Nc2cccc(-n3cnnn3)c2)c1	i	9	i	i	9	i	i	i	i	-8	i
O=C(COc1ccccc1)Nc1nn[nH]n1	i	-2	i	i	-1	i	i	i	i	1	i
O=c1[nH]c(C2CCN(S(=O)(=O)c3cccc(C(F)(F)F)c3)CC2)nc2c1nnn2Cc1cccc(F)c1	i	0	i	i	-3	i	i	i	i	-1	i
Cc1nn(Cc2c(F)c(F)c(F)c(F)c2F)c(C)c1NC(=O)c1ccc(COc2cc(Cl)ccc2Cl)cc1	i	-1	i	i	3	i	i	i	i	-12	i
CC(C)NC(=O)NC(=O)COC(=O)c1ccccc1Oc1ccccc1	i	2	i	i	-1	i	i	i	i	-6	i
COc1cccc(C(CC(=O)NCCN2CCOCC2)NS(=O)(=O)c2ccc(C)cc2)c1OC (configuration not stated)	i	-7	i	i	-3	i	i	i	i	-3	i
COc1ccc(/C(O)=C2/C(=O)C(=O)N(CCN(C)C)C2c2cccnc2)cc1OC (configuration not stated)	i	0	i	i	1	i	i	i	i	-13	i
CC(=O)OCC1=C(C(=O)O)N2C(=O)[C@@H](NC(=O)Cc3cccs3)[C@H]2SC1	i	5	i	i	0	i	i	i	i	-8	i
O=C(CCc1nc2ccccc2c(=O)[nH]1)N1CCN(S(=O)(=O)c2cccc([N+](=O)[O-])c2)CC1	i	13	i	i	-1	i	i	i	i	-10	i
COc1ccc(-n2c(Cn3nnc4ccccc43)n[nH]c2=S)cc1	i	15	i	i	-8	i	i	i	i	0	i
CC(=O)N/C(N)=N/c1nc(=O)c2ccccc2s1	i	-1	i	i	5	i	i	i	i	-10	i
CC(=O)c1nnn(-c2ccc(Cl)cc2C#N)c1C	i	28	i	i	-28	i	i	i	i	1	i

Three of the compounds above, in markdown:
| compound | KCNK9 block | Dyrk1A ADPGlo | TRPC4 PAM | KCNQ1 act | Platelet DG rel | TRPC4 block | PolyA inhibitor | TRPC4 agonist | KCNK3 block | hERG rescue | KCNQ1 block |
| --- | --- | --- | --- | --- | --- | --- | --- | --- | --- | --- | --- |
| CCCCn1c(SCC(=O)N2CC(=O)Nc3ccccc32)nnc1-c1ccoc1C | i | -4 | i | i | 2 | i | i | i | i | -5 | i |
| COc1cccc(Oc2cn[nH]c2-c2ccc(O)cc2O)c1 | i | 20 | i | i | -7 | i | i | i | i | -9 | i |
| CC1CCC(NC(=O)CCCn2sc3ccccc3c2=O)CC1 (configuration not stated) | i | -5 | i | i | 9 | i | i | i | i | -5 | i |

(next part)
SMILES	KCNK9 block	Dyrk1A ADPGlo	TRPC4 PAM	KCNQ1 act	Platelet DG rel	TRPC4 block	PolyA inhibitor	TRPC4 agonist	KCNK3 block	hERG rescue	KCNQ1 block
COc1cc(Br)c(C(C)NC(=O)c2ccccc2)cc1OC (configuration not stated)	i	-6	i	i	1	i	i	i	i	-3	i
O=C(C1CC(c2ccc(F)cc2)=NO1)N1CCCc2ccccc21 (configuration not stated)	i	2	i	i	-5	i	i	i	i	-18	i
CC(C)CC(NC(=O)C1CCC(C)CC1)C(=O)NCc1ccco1 (configuration not stated)	i	4	i	i	8	i	i	i	i	-14	i
O=C(CSCSCC(=O)NCC1CCCO1)NCC1CCCO1 (configuration not stated)	i	-7	i	i	1	i	i	i	i	-5	i
CCCCNCCCOc1cccc(Cl)c1	i	-1	i	i	10	i	i	i	i	-9	i
COc1ccc(CCNC(=O)CNC(=O)c2nn(-c3ccc(OC)c(OC)c3)c(=O)c3ccccc23)cc1OC	i	-1	i	i	8	i	i	i	i	-21	i
CC1CCCCC1NC(=O)COC(=O)COc1ccc(Cl)cc1 (configuration not stated)	i	-4	i	i	-1	i	i	i	i	-8	i
COCCn1c(-c2ccsc2)nc2c1c(=O)[nH]c(=O)n2CC(C)C	i	1	i	i	1	i	i	i	i	-4	i

Bioassay records deposited in PubChem BioAssay by several laboratories.
